Bioassay records deposited in PubChem BioAssay by several laboratories.
GAA850 FXN act: FXN promoter activators, primary screen, cell-based, luciferase luminescence, HEK293 lucGAA850; HEK293 lucGAA850 FXN promoter luciferase reporter, 24 h; percent of 10 µM SAHA response; activation, % at 6 µM; actives 0.56% (n = 360,000);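 active means activation above the average of all compounds screened plus 3 SD, cutoff fixed separately per campaign, cut at about 7.5% in these data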;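 further: 0% = DMSO wells and 100% = 10 µM SAHA wells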
hcDAF12 agonist: H. contortus DAF-12 nuclear receptor activators, primary screen, cell-based, luminescence, HEK293, lit1-tk-luc reporter. HEK293 hcDAF-12 lit1-tk-luc reporter; 0% DMSO, 100% Δ7-dafachronic acid. activation, % at 6.8 µM. actives 1.4% (n = 370,000). AID 652067, 2013;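 active means activation above the mean of all tested compounds plus 3 SD, cut at about 5.5% in these data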;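 further: 100% = response to 3 µM Δ7-dafachronic acid high control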
DAX1 inh-1: DAX1 (NR0B1) inhibitors, primary screen, cell-based, HEK293, Gal4-DAX1, luciferase luminescence; HEK293 Gal4-DAX1 luciferase reporter; actives 0.99% (n = 340,000); inhibition, % at 6.75 µM; Nuclear receptor subfamily 0 group B member 1 (Homo sapiens), P51843; AID 504766, 2011;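 active means inhibition above the mean over all tested compounds plus 3 SD, cut at about 4.2% in these data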;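 further: 0% = DAX1-transfected cells with DMSO and 100% = empty-vector control cells with DMSO; inhibition shows as a rise in luminescence from relieved DAX1 repression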
NR1D1 modulator: modulators of Rev-erb alpha DNA binding, primary screen, biochemical, FITC-DNA, fluorescence polarization, uHTS; Nuclear receptor subfamily 1 group D member 1 (Homo sapiens), P20393; Rev-erbα–FITC-DNA binding, 90 min; activity, % at 10 µM; actives 0.79% (n = 370,000); AID 1259318, 2017;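 active means activity above about 14%, limit read from the data; passing the limit was not always enough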;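 further: 0% = DMSO wells with 35 nM protein and 100% = DMSO wells with 750 nM protein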
Target sequence (P20393 whole entry, looked up): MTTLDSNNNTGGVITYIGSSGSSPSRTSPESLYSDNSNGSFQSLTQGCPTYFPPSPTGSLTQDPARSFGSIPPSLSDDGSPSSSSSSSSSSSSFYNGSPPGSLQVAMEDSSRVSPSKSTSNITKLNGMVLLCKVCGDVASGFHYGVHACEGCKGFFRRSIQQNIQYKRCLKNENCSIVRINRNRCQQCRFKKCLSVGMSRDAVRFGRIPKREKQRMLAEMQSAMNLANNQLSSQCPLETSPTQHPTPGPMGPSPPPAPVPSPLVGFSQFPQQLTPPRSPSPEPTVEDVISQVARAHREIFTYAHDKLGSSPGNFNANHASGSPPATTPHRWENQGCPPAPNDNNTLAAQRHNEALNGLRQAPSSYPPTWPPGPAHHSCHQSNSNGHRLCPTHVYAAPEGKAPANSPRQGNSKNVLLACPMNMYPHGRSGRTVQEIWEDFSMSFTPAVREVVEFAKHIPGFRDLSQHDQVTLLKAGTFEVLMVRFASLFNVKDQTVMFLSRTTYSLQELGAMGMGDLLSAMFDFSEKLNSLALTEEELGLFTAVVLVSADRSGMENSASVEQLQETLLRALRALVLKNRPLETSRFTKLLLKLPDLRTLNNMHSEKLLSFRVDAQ
PG9 binder: binders of HIV-1 gp120 antibody PG9, primary screen, biochemical, TR-FRET | HIV-1 gp120 / PG9 antibody interaction | TR-FRET gp120-PG9 antibody binding | inhibition, % at 6.7 µM | actives 0.43% (n = 360,000); in the data active means inhibition above about 8.5%
PLCb3 inh: human PLC-beta3 inhibitors, primary screen, biochemical, fluorescence | inhibition, % at 12.2 µM | 1-phosphatidylinositol 4,5-bisphosphate phosphodiesterase beta-3 (Homo sapiens), Q01970 | actives 0.18% (n = 370,000) | Purified PLC-beta3, fluorogenic substrate; in the data active means inhibition above about 11%;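 further: 0% = median of compound wells on plate and 100% = full blocker control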
DAX1 inh-2: DAX1 (NR0B1) inhibitors on StAR promoter, primary screen, cell-based, luminescence, SF-1 (NR5A1), full-length DAX-1. HEK293T StAR-luciferase reporter, SF-1/DAX-1 repression relief. inhibition, % at 6.8 µM. actives 1.1% (n = 370,000). AID 652010, 2013;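 active means inhibition above the mean over all tested compounds plus 3 SD, cut at about 3.6% in these data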;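 further: 0% = DAX-1 cells with DMSO and 100% = cells lacking DAX-1 with DMSO; higher inhibition means more luminescence from relief of DAX-1 repression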
SMARCA2 act: SMARCA2 (BRM) function activators, primary screen, cell-based, luminescence, high throughput; MG213 cells, MMTV-luciferase reporter, dexamethasone, overnight; activation, % at 9.1 µM; actives 1% (n = 370,000); AID 652017, 2013; in the data active means activation above about 7.8%;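 further: 0% = vehicle wells and 100% = reference activator wells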
hgDAF12 agonist: H. glycines DAF-12 receptor agonists, primary screen, cell-based, luminescence, HEK293, GAL4 fusion, UAS-luciferase. HEK293 GAL4-hgDAF12 UAS-luciferase reporter, agonist luminescence; normalized to butyrate control. AID 687014, 2013. actives 1.8% (n = 370,000). Nuclear hormone receptor DAF-12 (Heterodera glycines), GAL4 fusion. activation, % at 6.8 µM;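 active means activation above a cutoff set at the mean of all screened compounds plus 3 SD, cut at about 10% in these data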;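 further: 0% = DMSO wells and 100% = sodium butyrate wells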
ssDAF-12 act: S. stercoralis DAF-12 nuclear receptor activators, primary screen, cell-based, luminescence, HEK293, GRIP1 co-expression, lit1-tk-luc; Nuclear hormone receptor DAF-12 (Strongyloides stercoralis); HEK293 ssDAF-12/GRIP1 lit1-tk-luc reporter; % of 3 µM dafachronic acid response; activation, % at 6.8 µM; actives 1% (n = 370,000); AID 652126, 2013;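 active means activation above the mean over all tested compounds plus 3 SD, cut at about 0.9% in these data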;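 further: 0% = DMSO-only wells and 100% = 3 µM delta7-dafachronic acid wells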
sPLA2-III inh: human group III sPLA2 inhibitors, primary screen, biochemical, QFRET, BODIPY PC-A2 liposome substrate; QFRET BODIPY PC-A2 liposome hydrolysis, fluorescence; actives 0.56% (n = 370,000); Group 3 secretory phospholipase A2 (Homo sapiens), Q9NZ20; inhibition, % at 12.2 µM;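 active means inhibition above mean plus 3 SD of compounds lying within the high and low control bounds, cut at about 19% in these data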;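 further: 0% = median of test compound wells and 100% = no enzyme DMSO wells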
Target sequence (Q9NZ20 whole entry, looked up): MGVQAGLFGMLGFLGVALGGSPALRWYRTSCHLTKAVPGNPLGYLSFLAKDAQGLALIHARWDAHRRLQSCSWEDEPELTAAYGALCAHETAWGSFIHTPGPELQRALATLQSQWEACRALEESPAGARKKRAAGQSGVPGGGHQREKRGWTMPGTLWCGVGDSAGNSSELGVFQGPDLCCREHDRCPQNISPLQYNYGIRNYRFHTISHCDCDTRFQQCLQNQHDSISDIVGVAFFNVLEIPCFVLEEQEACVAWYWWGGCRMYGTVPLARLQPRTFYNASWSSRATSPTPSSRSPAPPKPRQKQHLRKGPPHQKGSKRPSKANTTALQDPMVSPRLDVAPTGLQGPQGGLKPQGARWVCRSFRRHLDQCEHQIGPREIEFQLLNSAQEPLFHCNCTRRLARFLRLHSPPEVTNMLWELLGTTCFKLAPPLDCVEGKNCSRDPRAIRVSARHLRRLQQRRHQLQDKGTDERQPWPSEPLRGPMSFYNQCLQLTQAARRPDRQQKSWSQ
* = called active by the depositor; . = not tested or not shown.

SMILES | GAA850 FXN act | hcDAF12 agonist | DAX1 inh-1 | NR1D1 modulator | PG9 binder | PLCb3 inh | DAX1 inh-2 | SMARCA2 act | hgDAF12 agonist | ssDAF-12 act | sPLA2-III inh
Cc1ccc(S(=O)(=O)N(CC(=O)NCC2CCCO2)Cc2ccc(F)cc2)cc1 (configuration not stated) | -0.5 | -1.0 | 0.9 | -2 | -1.0 | 1 | -0.1 | -1 | 0.1 | -1.1 | -4
C=C1C(=O)O[C@@H]2[C@H]1[C@@H](OC(=O)/C(C)=C/C)C/C(C)=C\C(=O)/C=C(\C)[C@@H]2O | -9.3 | 0.2 | -4.7 | 1 | -2.7 | -10 | -2.0 | 2 | -7.4 | -0.6 | 6
CCOC(=O)c1csc(-n2nc(C)cc2C(F)(F)F)n1 | -1.1 | 1.1 | -0.3 | -2 | 1.8 | -2 | -0.2 | -2 | 0.6 | -2.0 | 3
CC(C)NC(=O)c1cnc(N2CCN(c3ccccn3)CC2)c2ccccc12 | 1.2 | -2.1 | 0.1 | 0 | 0.4 | -13 | -0.8 | -2 | -3.9 | -1.9 | 0
Cc1ccc(CCN2CC(C(=O)NCCN(C)C)CC2=O)cc1 (configuration not stated) | 1.5 | -0.4 | 0.9 | 3 | -0.3 | -1 | 0.3 | 2 | -2.1 | -1.1 | 0
O=C(NC1CCCCCC1)C1CCC(=O)N(Cc2ccccc2F)C1 (configuration not stated) | 2.8 | 2.7 | 2.0 | 0 | -1.2 | -4 | 2.9 | -1 | 0.2 | -0.8 | 4
COc1ccc(-c2csc(C(NC(C)=O)c3ccccc3)n2)cn1 (configuration not stated) | 1.3 | -0.4 | . | -5 | -0.9 | -1 | -0.2 | 2 | 4.1 | -1.4 | 3
O=C(CCl)N1CCN(S(=O)(=O)c2ccc3c(c2)OCCCO3)CC1 | -9.6 | -1.2 | 1.3 | -7 | 0.0 | -7 | -2.8 | -1 | 0.0 | -0.6 | -1
COC(=O)c1ccsc1NC(=O)C1=COCCO1 | 1.6 | -1.9 | -0.6 | 4 | 0.0 | -3 | -0.9 | -1 | 0.7 | -1.2 | -3
CCC(=O)N1CCc2cc(S(=O)(=O)N3CCN(c4cc(Cl)ccc4C)CC3)ccc21 | 1.5 | 0.5 | 0.5 | -5 | 0.9 | -4 | -1.4 | -4 | 0.7 | -0.8 | -2
COC(=O)[C@H](Cc1ccccc1)NC(=O)Nc1ccc(S(N)(=O)=O)cc1 | -1.6 | 2.5 | -0.1 | 0 | 3.0 | 2 | 0.0 | -6 | -0.1 | -0.5 | -1
CCN(C(=O)COc1ccc(C(C)=O)cc1)c1cccc2ccccc12 | 3.2 | -0.3 | 0.2 | 4 | 2.7 | -4 | 1.2 | -4 | -2.0 | -1.7 | -4
CCCCOc1ccc(-c2nc(SCC(N)=O)n[nH]2)cc1 | 1.3 | 3.2 | 3.8 | -3 | 0.0 | 0 | 1.1 | 1 | 4.5 | -0.9 | 2
O=C(NCCOc1ccccc1)c1cccc2c1C(=O)c1ccc(Cl)cc1S2(=O)=O | 0.4 | -0.4 | 0.6 | -7 | 0.4 | -2 | 0.0 | 2 | 2.6 | -1.1 | 1
O=C(NCCCN1CCN(c2ccc(F)cc2)CC1)NCc1ccccc1 | . | 2.2 | . | -3 | . | 3 | -0.2 | -5 | -3.3 | -0.6 | 8
COc1cccc(C(=O)OCC(=O)N2CCc3ccccc32)c1OC | 3.9 | 0.5 | 1.0 | 0 | 0.5 | -2 | 1.4 | 5 | 1.9 | 0.4 | 0
CN(CC(=O)Nc1ccc(F)c(F)c1F)C(=O)c1ccc2c(c1)NC(=O)CS2 | 0.7 | 0.7 | 0.1 | 1 | -1.3 | 0 | -2.5 | 0 | -1.4 | -1.1 | 0
CC(=O)Nc1ccc(S(=O)(=O)NC2(C(F)(F)F)N=C(c3ccccc3)NC2=O)cc1 (configuration not stated) | 0.9 | -0.4 | -0.1 | 0 | 1.5 | 1 | -0.3 | -4 | 1.0 | -1.6 | 2
Cc1nn(-c2ccccc2)c(Cl)c1/C=N/NC(=O)c1ccc(CNc2ccccc2)o1 | 1.4 | 0.7 | -0.3 | 2 | 0.4 | 1 | -0.2 | 0 | 1.9 | -1.6 | 1
Cc1ccc(/C=C/C(=O)N2CCN(S(=O)(=O)c3cccs3)CC2)o1 | 1.1 | -1.5 | 0.5 | 1 | -0.8 | -6 | -0.2 | 4 | 1.2 | -1.8 | -6
Cc1[nH]c2ccccc2c1/C=N/NC(=S)NCc1ccccc1 | 2.3 | -0.2 | -0.9 | 6 | 0.3 | -15 | -0.2 | -2 | -1.4 | -1.0 | -11
COc1ccc2cc(/C=N/NC(=O)CN(c3ccccc3OC)S(=O)(=O)c3ccccc3)c(Cl)nc2c1 | . | -1.1 | . | 0 | -1.5 | -49 | -0.5 | -4 | 0.4 | -1.6 | -2
Cc1nnc(SCC(=O)Nc2ccccc2N2CCOCC2)s1 | -2.5 | -0.2 | 0.2 | -3 | -1.2 | 2 | 0.1 | 3 | 0.9 | -1.6 | 1
Cc1nc2ccc(NC(=O)C3=NN(C)C(=O)CC3)cc2s1 | 1.2 | 0.8 | 1.2 | 3 | 1.1 | 5 | 7.5* | 0 | 0.1 | -0.8 | 4
CCOC(=O)CNC(=O)c1ccc(OCC(F)(F)F)cc1 | 5.4 | 1.3 | 1.5 | 1 | -1.9 | 3 | 1.9 | 2 | 13* | 0.1 | 4

DAX1 inh-2: hit marks shown above
Structure	GAA850 FXN act	hcDAF12 agonist	DAX1 inh-1	NR1D1 modulator	PG9 binder	PLCb3 inh	DAX1 inh-2	SMARCA2 act	ssDAF-12 act	sPLA2-III inh
Cc1nc2ccc(NC(=O)C3=NN(C)C(=O)CC3)cc2s1	1.2	0.8	1.2	3	1.1	5	7.5*	0	-0.8	4

The list continues.
SMILES | GAA850 FXN act | hcDAF12 agonist | DAX1 inh-1 | NR1D1 modulator | PG9 binder | PLCb3 inh | DAX1 inh-2 | SMARCA2 act | hgDAF12 agonist | ssDAF-12 act | sPLA2-III inh
CCCCN1CCN(C(=O)C2CCN(S(=O)(=O)c3ccc4[nH]c(=O)oc4c3)CC2)CC1 | . | -1.1 | . | 1 | . | 2 | 0.2 | -4 | 0.7 | -1.7 | 4
COc1ccc(C2CC(=O)Oc3c2c(=O)n(C)c2ccccc32)c(OC)c1OC (configuration not stated) | 0.7 | -1.3 | 4.0 | 1 | -1.4 | -22 | -0.7 | -3 | -2.6 | -1.1 | 11
COC(=O)[C@H](Cc1ccccc1)[C@@H](C)OS(N)(=O)=O | 0.3 | 1.3 | 1.2 | 2 | -1.9 | 4 | -0.4 | 0 | -0.4 | -1.1 | -5
CCC(C(=O)O/N=C(\N)c1ccc(C)cc1)c1ccccc1 (configuration not stated) | 1.8 | -1.3 | -1.0 | 5 | 1.3 | 2 | -0.9 | -6 | 1.9 | -1.3 | -1
CCOc1ccc(OCC)c(NC(=O)CN2CCN(c3cccc(C)c3)C(C)C2)c1 (configuration not stated) | 4.2 | -1.0 | 0.6 | -4 | -2.2 | 0 | -0.4 | -1 | 4.8 | -0.6 | 2
CC(=O)OC(COc1ccccc1)Cn1cnc2cc(C)c(C)cc21 (configuration not stated) | 1.9 | 0.6 | 0.5 | -5 | -0.4 | -4 | 0.5 | -1 | 0.6 | -1.9 | -15
CC(=O)Nc1ccc(C(=O)COC(=O)CCS(=O)(=O)c2ccccc2)cc1 | 1.5 | -1.4 | -0.7 | -2 | -2.1 | -6 | -0.8 | -1 | -0.8 | -1.1 | 4
CC1CC(C)(C)OC(C[N+]2(C)CCCCC2)O1 (configuration not stated) | -1.9 | 1.5 | -0.7 | -2 | -2.6 | 5 | 0.3 | -3 | -0.1 | -0.9 | 4
CCc1c(C)nc2c(-c3ccccc3)c(C)nn2c1Nc1ccc(NC(C)=O)cc1 | -0.9 | -3.2 | . | -4 | -2.5 | -285 | 0.1 | 0 | -3.4 | -1.4 | -6
COc1ccc(C(=O)OC(C)C(=O)NC2CCCC2)cc1S(=O)(=O)N1CCOCC1 (configuration not stated) | 0.6 | -0.6 | 0.2 | -3 | 0.4 | -4 | 2.3 | 0 | 0.2 | -1.2 | -2
O=C(CN1C(=O)NC(c2ccccc2)(c2ccccc2)C1=O)N1CCN(c2ccccc2F)CC1 | -1.3 | -1.1 | -0.4 | 12 | 1.4 | -1 | 0.2 | -3 | -0.2 | -1.1 | -3
CCCCN(C(C)=O)c1c(CC)nc2ccc(C(=O)NCCCN(C)C)cn12 | -0.8 | -1.2 | . | 8 | 0.5 | -19 | 0.2 | -1 | 1.2 | -1.7 | -3
CSc1nsc2nc(=O)c(/C=C3\C(C)=Nc4ccc(C)cc43)c(N)n12 | -1.2 | -0.2 | -0.4 | -9 | 0.0 | -33 | -2.2 | -4 | 0.8 | -0.8 | -24
O=C1C2C3C=CC(C3)C2C(=O)N1c1ccc2ccccc2n1 (configuration not stated) | 2.0 | -0.6 | -0.8 | -4 | -0.5 | -1 | 0.1 | 2 | 1.0 | -1.0 | 2
COc1ccc(C2=NS(=O)(=O)N(C)C(C(=O)NCc3cccs3)=C2)cc1OC | 0.8 | 0.6 | 2.5 | -2 | -0.4 | -30 | -2.2 | -5 | -5.1 | -1.1 | 1
CCC(=O)N(Cc1cc2ccccc2[nH]c1=O)C(C)C | -0.5 | -1.6 | -0.3 | 6 | -0.8 | 0 | -0.3 | 0 | -1.9 | -0.8 | -3
COc1ccc(NC(=S)/N=C(\N)Nc2nc(C)c3ccc(C)cc3n2)cc1 | 0.1 | 2.8 | -1.4 | 5 | -0.9 | -6 | -1.8 | -2 | -2.2 | -1.8 | -2
COc1ccccc1NC(NC(=O)c1ccccn1)C(Cl)(Cl)Cl (configuration not stated) | -1.9 | -1.4 | -0.4 | 0 | -1.7 | 6 | 0.5 | 5 | -0.9 | -2.2 | 4
Cc1ccc(C)c(NC(=O)COC(=O)c2cc3ccccc3oc2=O)c1 | 0.5 | 2.3 | -0.3 | 3 | 0.0 | -11 | -1.2 | 0 | -1.3 | -0.1 | 3
COc1ccccc1CNC(=O)CCNC(=O)C1CCN(S(=O)(=O)c2ccccc2)CC1 | 2.8 | -1.4 | 0.1 | 4 | -1.8 | -7 | 0.0 | 1 | 2.0 | 0.0 | 5
